From PubChem BioAssay
MCF10A rerep – A quantitative high throughput screen for small molecules that induce DNA re-replication in MCF 10a normal breast cells; MCF 10A DNA re-replication, Hoechst nuclear intensity, 48 h; Potency, µM (series often up to 46.1 µM), inactives show top-dose activity, positive = re-replication, hits mostly activators; 2.9% of 350,000 active; also: potency is read from the fitted curve at half-maximal effect; % of control where 0% means no effect; nearly all actives have a fitted effect of over 50% in size
S2 tox – Viability Counterscreen for Primary qHTS for Inhibitors of ATXN expression; S2 cells (HEK-293 line with an ATXN2-luciferase reporter) viability, CellTiter-Fluor protease fluorescence, 24 h; Potency, µM (highest dose often 56.7 µM), usual class: cytotoxic; 0.49% of 400,000 active; AID 651635, 2014; also: potency is read from the fitted curve at half-maximal effect; nearly all actives have a fitted effect of over 40% in size
ATXN2 expr inh – Primary qHTS for Inhibitors of ATXN expression. HEK-293 ATXN2-luciferase reporter, luminescence, 24 h. 0.72% of 360,000 active. Potency, µM (titrated, usually from 57 µM), without a hit: at the top dose activity change, negative = inhibition, most hits filed as inhibitors; also: potency is read from the fitted curve at half-maximal effect; % is scaled to controls: 0 for no effect and ±100 for the full control effect; nearly all actives have a fitted effect of over 55% in size
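ATXN2-luciferase reporter cells (luciferase flanked by upstream and downstream ATXN2 gene portions) were treated 24 h at 37 °C with compounds at up to 57 uM. SteadyGlo luminescence gave expression; GF-AFC fluorescence gave viability.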
Nrf2 activator – qHTS of Nrf2 Activators | AREc32 ARE-luciferase reporter (MCF7-derived line), luminescence, 24 h | AID 624171, 2012 | 0.31% of 410,000 active | Potency, µM (doses to about 46.1 µM), for the others: at the top dose activation, usual class: activators; also: potency is read from the fitted curve at half-maximal effect; % of control where 0% means no effect; nearly all actives have a fitted effect of over 65% in size
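For detection, Steady-Glo was added and plates sat 30 min at RT; before that, AREc32_Fluc cells grown overnight in OPTI-MEM/5% FBS had been treated with 23 nL compound for 24 hr at 37 deg C.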
Nrf2 block – Nrf2 qHTS screen for inhibitors; A549 ARE-Fluc reporter, luciferase luminescence, 18-24 h; Potency, µM (top dose mostly 46 µM), for the others: at the top dose activity change, negative = inhibition, hits mostly inhibitors; 2.1% of 360,000 active; AID 504444, 2011; also: potency is read from the fitted curve at half-maximal effect; % is scaled to controls: 0 for no effect and ±100 for the full control effect; nearly all actives have a fitted effect of over 60% in size
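In this cell-based qHTS, ARE-driven firefly luciferase in A549 cells reports Nrf2 activity; the luminescent signal after BugLite lysis is the measured value, with a prior CellTiter-Fluor read for cell health.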
A549 tox – Nrf2 qHTS screen for inhibitors: counterscreen for cytotoxicity; AID 504648, 2011; 0.16% of 390,000 active; Potency, µM (top dose mostly 46 µM), without a hit: at the highest dose activity change, negative = cytotoxicity, usual class: inhibitors; A549 ARE-Fluc cells, CellTiter-Fluor viability, 18-24 h; also: potency is read from the fitted curve at half-maximal effect; % is scaled to controls: 0 for no effect and ±100 for the full control effect
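Cytotoxicity counterscreen: CellTiter-Fluor fluorescence was measured in A549 ARE_Fluc cells after 18-24 h of compound exposure in a concentration series. The subsequent BugLite luminescent read reports ARE-luciferase activity.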
HepG2 viability – qHTS for Inhibitors of TGF-b: Cytotox Counterscreen. HepG2 CAGA-GFP viability, ATP luminescence, 18 h. Potency, µM (series often up to 46.1 µM), for inactives: top-dose activity change, negative = cytotoxicity, actives largely listed as cytotoxic. 0.76% of 410,000 active. AID 588856, 2011; also: potency is read from the fitted curve at half-maximal effect; some results filed as inactive show a strong effect at the top dose
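CellTiter-Glo luminescence gave cytotoxicity after 18 hours at 37 degrees C. The cells were HepG2 CAGA-GFP in 1% FBS DMEM, stimulated with 500 pg/mL TGF-beta after compound addition. %Activity was normalised to no-cell wells (complete cell-killing) and DMSO (no toxicity), and curves were fitted and classified.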
TGFb SMAD3 inh – qHTS for Inhibitors of TGF-b; HepG2 CAGA-GFP TGF-b/SMAD3 reporter, GFP fluorescence, 18 h; TGF-beta stimulated, 500 pg/mL final; Potency, µM (top dose mostly 46.1 µM), inactives show at the highest dose activity, negative = inhibition, actives largely listed as inhibitors; 1.2% of 410,000 active; also: potency is read from the fitted curve at half-maximal effect; % is scaled to controls: 0 for no effect and ±100 for the full control effect; nearly all actives have a fitted effect of over 65% in size
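GFP signal (ex488/em500-530) from TGF-beta-stimulated HEPG2 CAGA-GFP cells, 500 pg/mL final, 18 h at 37 degrees C in DMEM plus 1% FBS, normalized to unstimulated and DMSO-stimulated controls.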
IL-1B inflam inh – qHTS for Inhibitors of Inflammasome Signaling: IL-1-beta AlphaLISA Primary Screen; THP-1 LPS/ATP IL-1B secretion, AlphaLISA, 16 h; stronger effect = lower value; activity change, % at 57.5 µM; 4.7% of 360,000 active; AID 743279, 2014; in the data active = activity change below about -50%; inconclusive = mostly about -30% to -49%; also: % is scaled to controls: 0 for no effect and ±100 for the full control effect
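THP-1 cells pretreated 1 hr with compounds (up to 57.5 uM final), then stimulated with LPS (250 ng/mL final) plus ATP (1.25 mM final); secreted IL-1B measured by AlphaLISA after 16 hr, decreased signal indicating inhibition.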
* hit, by the source's call; i = inactive; u = inconclusive; x = not tested or not shown; & = joins results of further samples; [ ] = remark or other dose. Unless noted, calls follow the shape of the dose curve; as a rule, active = well fitted curve in the direction sought with a large enough effect; inconclusive = small, poorly fitted or top-dose-only effect, or another doubt; inactive = no such curve, though single readings can be large; an effect the other way counts as inactive or inconclusive.

SMILES	MCF10A rerep	S2 tox	ATXN2 expr inh	Nrf2 activator	Nrf2 block	A549 tox	HepG2 viability	TGFb SMAD3 inh	IL-1B inflam inh
CCCCN(C)Cc1c(C)[nH]c2ccccc2c1=O	u	i	-11%	1.5%	u	8%	-4%	4%	-8
CC1=Nc2cc(C(=O)O)ccc2Sc2ccc(Br)cc21	u	i	-5%	0.4%	-3%	1%	-16%	-7%	15
CCCn1cc(S(=O)(=O)CC(=O)Nc2ccc(OC)cc2OC)c2ccccc21	-7%	u	-8%	-0.6%	-11%	4%	-6%	-22%	-13
O=c1c2ccccc2n(Cc2c(F)cccc2Cl)c(=O)n1CCc1ccccc1	x	i	1%	4.5%	12%	-2%	-3%	-1%	x
O=C(c1ccco1)N1CCN(c2ncccn2)CC1	-2%	i	-2%	-0.7%	6%	-6%	-3%	-9%	14
CCc1cccc(C)c1NC(=O)c1cc(C)nc2c1c(C)nn2-c1cccc(Cl)c1C	x	i	6%	0.8%	-29%	4%	0%	-1%	x
CN1CCN(CCC(=O)N/N=C/c2cc([N+](=O)[O-])ccc2O)CC1	u	i	-8%	-0.6%	9%	-7%	-5%	-13%	18
COCCNC(=O)c1ccc2c(c1)nc(C)n2-c1cccc(F)c1	12%	i	0%	1.7%	9%	1%	-14%	-23%	-7
Cn1cc(CC(=O)NCCCN2CCCC2=O)c2ccccc21	-6%	i	-4%	-0.6%	8%	5%	0%	-8%	26
CCC(C)(C)NC(=O)C(c1ccccc1)N(Cc1cccnc1)C(=O)c1csnn1 (stereo not given)	u	u	3%	0.3%	9%	0%	1%	14%	-7
CCCCN(CCCC)CCNC(=O)CNC(=O)c1cccs1	24%	i	-1%	-0.7%	1%	2%	-6%	2%	13
C/C(=N/N1CCN(c2ccccc2)CC1)c1cccc([N+](=O)[O-])c1	u	u	16%	7.9%	-1%	-3%	7%	7%	6
COc1ccc(C)cc1NC(=O)NCCC1=CCCCC1	-1%	i	-10%	-0.8%	u	-7%	-21%	u	-7
CN(C)CCNC(=O)c1cccc(-c2cnc3c(NC=O)cc(-c4cccs4)cn23)c1	x	i	u	16%	x	x	-34%	u	-10
COc1cc(C2C3CN(C)CC=C3C(C#N)=C(N)C2(C#N)C#N)ccc1OC(C)C (stereo not given)	1%	i	-3%	2.0%	2%	-10%	-5%	22%	-11
O=C(Nc1ccc(F)c(Cl)c1)c1cc(C2CCCCN2C(=O)C2CC2)on1 (stereo not given)	x	u	-15%	-0.7%	x	x	-24%	-2%	4
Cc1cc(C)c(NC(=O)CSc2nc3ncc(Cl)cc3[nH]2)c(C)c1	12%	i	5%	3.4%	-25%	2%	-1%	4%	u
CC1=C(C#N)C(c2ccc3ncccc3c2)C(C#N)=C(C)N1	u	i	1%	-0.2%	-9%	2%	-1%	1%	10
NC(=O)Nc1ccc(C(=O)OCC(=O)N(Cc2ccccc2)C2CCS(=O)(=O)C2)cc1 (stereo not given)	19%	u	-19%	-0.6%	-6%	0%	0%	-26%	-9
O=C(CSc1n[nH]c(=O)[nH]c1=O)Nc1ccccc1C(=O)c1ccccc1	-1%	i	-3%	-0.1%	-15%	1%	9%	1%	-3
Cc1nn(S(=O)(=O)c2ccc(C(C)C)cc2)c(C)c1S(=O)(=O)N1CCOCC1	1%	i	4%	-0.5%	11%	2%	-2%	1%	13
COc1ccc(-c2nc(C(=O)O)cs2)cc1OC	-23%	i	11%	2.2%	-1%	4%	-9%	0%	-4
O=C(c1ccc(Cl)cc1)N1CCCCC(Cl)C1=O (stereo not given)	-7%	i	x	2.3%	-1%	2%	5%	5%	0
S=c1[nH]nc(-c2cccs2)n1/N=C/c1cn(-c2ccccc2)nc1-c1ccccc1	15%	u	36%[activator]	3.9%	-21%	-5%	-28%	u	41
CCCOc1ccc(C(=O)N(Cc2cccs2)C2CCS(=O)(=O)C2)cc1 (stereo not given)	2%	i	-17%&0%	-0.2%&-0.4%	2%	u	0%&-5%	0%&-10%	i
COc1ccc(/C=C2\SC(=S)N(NC(=O)c3csc4c3CCCC4)C2=O)cc1	u	i	-8%	2.9%	7%	-10%	2%	17%	-6
Cc1ccc(C(=O)SC2=NCCS2)cc1	u	i	-35%	-0.4%	-2%	-7%	-10%	-8%	25
COc1ccccc1CNC(=O)c1ccc2c(c1)N(Cc1c(F)cccc1Cl)C(=O)CS2	x	u	-3%	4.6%	-3%[9.27 µM]	-6%	-17%	-1%	x
Cc1cc(C)nc(/N=C2\NC(=O)CC3C(=O)NCCN23)n1 (stereo not given)	-1%	u	-19%	-0.1%	7%	-6%	-1%	-2%	9
O=C(O)C(C(=O)O)=C1C2CC3CC(C2)CC1C3	0%	i	-2%	0.2%	-14%	1%	15%	-8%	6
C[C@H](NC(=O)c1ccc2c(c1)OCO2)c1nnc2ccccn12	-3%	i	x	0.0%	8%	-5%	8%	9%	16
CS(=O)(=O)Nc1ccc(C(=O)Nc2ccccc2C(=O)NCc2ccco2)cc1	0%	i	-7%	24%	-3%	1%	-14%	0%	19
CC1(C)CC(=O)C(C2=NC3(CCCCCC3)Cc3ccccc32)=C(O)C1	0%	i	x	2.4%	19%	3%	0%	-3%	u
O=C(NCc1ccccn1)C1CCCN(S(=O)(=O)c2ccccc2)C1 (stereo not given)	u	i	-3%	0.4%	-7%	-1%	-21%	0%	-7
CCOC(=O)CCCNC(=O)CN1C(=O)NC2(CCCCCC2)C1=O	15%	i	7%	0.4%	8%	2%	-18%	-12%	5
COc1ccc(CNC(=O)C(C)NCc2ccccc2Cl)cc1 (stereo not given)	0%	i	9%	-0.6%	2%	2%	-4%	3%	13
O=C(NC1CC1)c1ccc(N2CCCCC2)c([N+](=O)[O-])c1	0%	i	12%	0.2%	4%	3%	-9%	1%	x
Cc1ccc(F)cc1NC(=O)CSCc1c(C)noc1C	9%	i	6%	-2.6%	1%	-2%	-3%	5%	20
C#CCOCCOCCOCCNc1nc(N2CCN(C(=O)[C@H](CO)n3cc([C@@H](N)C(C)C)nn3)CC2)nc(N2CCN(C(=O)[C@H](CCC(=O)O)n3cc([C@@H](N)CCCCN)nn3)CC2)n1	11%	i	12%	-0.2%	15%	3%	17%	27%	17
CCc1ccccc1NC(=O)c1nnn(Cc2ccc(Cl)cc2)c1N	x	i	-23%	-1.0%	u	-6%	-3%	u	x
C=CCn1c(SCC(=O)Nc2ccccc2F)nc2ccccc2c1=O	u	i	-43%	-0.6%	u	7%	-4%	15%	0
CC(=O)c1cccc(NC(=O)N2C3CCC2CC(NC(=O)C2CC2)C3)c1 (stereo not given)	9%	i	7%	2.4%	15%	0%	-17%	-1%	10
Cc1ccc(Sc2ncccc2C(=O)NCC(c2ccc(F)cc2)N2CCOCC2)cc1C (stereo not given)	13%	i	2%	0.3%	-15%	-8%	2%	-4%	-8
COC(=O)c1ccccc1C(=O)N1CCOCCOCCOCC1	13%	i	-2%	-0.3%	1%	1%	-17%	7%	10
O=C(CNc1cc(S(=O)(=O)N2CCOCC2)ccc1N1CCCC1)Nc1ccc(Cl)cc1	u	i	-8%	-0.9%	-3%	-9%	-22%	u	-19
Cc1ccccc1C(=O)Nc1nnc(SCC(=O)NC2CC2)s1	0%	i	u	-1.6%	18%	0%	-2%	3%	22
CCOC(=O)Cn1c(-c2ccccc2)nc2ccccc2c1=O	u	i	-12%	0.0%	-15%	-1%	-20%	-3%	18
CC(=O)c1ccc(NC(=O)Cn2nc(C)cc2C)cc1	1%	i	6%	-0.3%	-12%	0%	6%	8%	-5
O=[N+]([O-])c1ccc(N2CCN(C(=S)Nc3ccccc3)CC2)cc1	0%	u	-8%	-0.9%	0%	-12%	0%	-2%	10
CCOC(=O)c1ccccc1NC(=O)N1CCc2c(sc(C)c2CC)C1c1ccccc1 (stereo not given)	x	u	7%	0.2%	x	0%	-36%	-21%	x
Cc1c(C#N)c(N)nc2c3c(sc12)NC(=O)CC3c1ccc(F)cc1 (stereo not given)	0%	i	13%	0.2%	29%	-7%	-9%	0%	16
CCCCN(C=O)c1c(CC)nc2ccc(C(=O)Nc3cc(-c4ccccc4)ccc3OC)cn12	x	i	u	-0.8%	x	x	-11%	7.1µM*	-70*
CCC1C(=O)N=C(SCC(=O)Nc2cccc3ccccc23)NC1=O (stereo not given)	4%	i	19%	24%	19%	-17%	6%	u	31
COc1ccc2c(c1)c(CC(=O)Nc1ccccc1OC)c(C)n2C(=O)c1ccc(Cl)cc1	16µM*	i	-11%	2.5%	-22%	-1%	-1%	-31%	0

Laid out differently: results already given
molecule,MCF10A rerep,S2 tox,ATXN2 expr inh,Nrf2 activator,Nrf2 block,A549 tox,HepG2 viability,TGFb SMAD3 inh,IL-1B inflam inh
CC1=Nc2cc(C(=O)O)ccc2Sc2ccc(Br)cc21,u,i,-5%,0.4%,-3%,1%,-16%,-7%,15
COCCNC(=O)c1ccc2c(c1)nc(C)n2-c1cccc(F)c1,12%,i,0%,1.7%,9%,1%,-14%,-23%,-7
Cc1ccc(F)cc1NC(=O)CSCc1c(C)noc1C,9%,i,6%,-2.6%,1%,-2%,-3%,5%,20
COc1ccccc1CNC(=O)c1ccc2c(c1)N(Cc1c(F)cccc1Cl)C(=O)CS2,x,u,-3%,4.6%,-3%[9.27 µM],-6%,-17%,-1%,x
COc1ccc2c(c1)c(CC(=O)Nc1ccccc1OC)c(C)n2C(=O)c1ccc(Cl)cc1,16µM*,i,-11%,2.5%,-22%,-1%,-1%,-31%,0
CCOC(=O)Cn1c(-c2ccccc2)nc2ccccc2c1=O,u,i,-12%,0.0%,-15%,-1%,-20%,-3%,18
